# From PubChem
# H1N1 NS1A inhibition – H1N1 influenza NS1A inhibitors, functional cell based assay (AID 504329) | NS1A functional cell-based assay, percent inhibition; higher % means a stronger effect | one-dose inhibition, % at 12.5 µM; IC50 in µM for titrated hits | hit rate 0.3% among 340,000; in the data active means a potency from the dose series; inconclusive means inhibition above about 27% without an active follow-up result; further: strong numbers were not always called active
# PhoP GFP inhibition – Inhibition of PhoP regulon, Salmonella typhi GFP reporter cells, confirmation, 4 h (AID 1850); inhibition, % at 50 µM; hits with a dose series show IC50 in µM; Salmonella Typhi PhoP-promoter GFP reporter, fluorescence, 4 h; higher % means a stronger effect; hit rate 0.33% among 310,000; in the data active means a potency from the dose series; inconclusive means inhibition mostly from about 25% at the one dose, without a potency; inactive means the rest, 99 in 100 with inhibition below about 19%;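 further: 0% = induced wells with vehicle and 100% = uninduced wells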
# H37Rv inhibition – M. tuberculosis growth inhibition, HTS (AID 449762). M. tuberculosis H37Rv growth inhibition, 7H9 media; higher % means a stronger effect. inhibition, % at 25 µM, or IC50 in µM where a hit was titrated. hit rate 0.59% among 330,000; in the data active means a potency from the dose series; inconclusive means inhibition above about 70% without an active follow-up result;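 further: bacterial growth assessed after seven days of incubation; strong numbers were not always called active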
# inhibitors of VEEV – inhibitors of VEEV TC-83 cytopathic effect, confirmation, Vero cells (AID 588727); Vero cells, VEEV TC-83 cytopathic effect inhibition; higher % means a stronger effect; one-dose inhibition, % at 20 µM; IC50 in µM for titrated hits; hit rate 0.13% among 350,000; in the data active means a potency from the dose series; inconclusive means inhibition mostly from about 14% at the one dose, without a potency; inactive means the rest, 99 in 100 with inhibition below about 12%; further: strong numbers were not always called active
# tuberculosis growth – growth inhibition of non-replicating M. tuberculosis (AID 488890) | Mycobacterium tuberculosis non-replicating, growth inhibition; higher % means a stronger effect | one-dose inhibition, % at 25 µM; IC50 in µM for titrated hits | hit rate 0.39% among 320,000; in the data active means a potency from the dose series; inconclusive means inhibition mostly from about 82% at the one dose, without a potency; inactive means the rest, 99 in 100 with inhibition below about 76%;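 further: plate controls were DMSO cells for no effect and high antibiotic wells for full effect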
# inhibitors of VEEV 10K pilot screen – further read-out of inhibitors of VEEV, marked with its call; inhibition, %; measured here: 10K pilot screen inhibition
# Starred values were filed as active, the others as inactive; i = inactive; ? = inconclusive; · = not tested or not shown.
SMILES,H1N1 NS1A inhibition,PhoP GFP inhibition,H37Rv inhibition,inhibitors of VEEV,tuberculosis growth,others
CN(c1ccccc1)S(=O)(=O)c1cc(C(=O)Nc2nc3ccccc3[nH]2)ccc1Cl,-8%,-3%,?,13%,22%,
CCN(CC)S(=O)(=O)c1ccc(NC(=O)c2cccc3c2C(=O)N(CCOC)C3)cc1,-11%,-8%,6%,i,-11%,
O=C(O)c1c[nH]c2c(C(F)(F)F)cccc2c1=O,-3%,-5%,-4%,i,13%,
COC/C=C/C1=CC2=CC(=O)C(C)(OC(=O)c3cnc4ccccc4n3)C(=O)C2=CO1 (centres undefined),·,2%,-4%,·,-11%,
CCc1ccc(CNC(=O)C2CC(=O)N(C3CCCC3)C2)cc1 (centres undefined),0%,-5%,-3%,1.3%,-2%,
CCCCN(C(=O)c1cccc(S(=O)(=O)N2CCN(C)CC2)c1)c1c(N)n(CCCC)c(=O)[nH]c1=O,-2%,-2%,4%,0.4%,-1%,
CCn1cc([N+](=O)[O-])c(C(=O)Nc2c(C)nn(Cc3cccc(F)c3)c2C)n1,-7%,-5%,-9%,1.2%,0%,
Cn1c(Cc2ccccc2)nnc1SCC(=O)Nc1ccc2c(c1)OCCO2,-11%,-4%,·,1.5%,·,
CCOC(CCc1c(C)nc(NC(C)=O)[nH]c1=O)OCC,1%,-2%,1%,i,-13%,
O=C(/C=C/c1cccc(F)c1)NC1CCN(Cc2ccccc2)CC1,-9%,-5%,5%,i,-6%,
COc1ccccc1NC(=O)CN1CC(=O)Nc2ccccc21,10%,2%,-5%,0.2%,29%,
Cc1cc(C)n(CC(=O)NNC(=O)c2ccc(S(C)(=O)=O)cc2)n1,10%,·,-4%,0.2%,-1%,
O=C(c1cncc(Br)c1)N1CCCc2ccccc21,-5%,0%,8%,i,0%,
CC(=O)N1CCN(S(=O)(=O)c2cccc(C(=O)NCc3ccc(F)cc3)c2)CC1,-2%,·,0%,0.9%,8%,
OC(C1=CC(=Cc2ccncc2)c2ccccc21)c1ccncc1 (centres undefined),-6%,·,·,3.1%,·,
Cc1csc(CNc2ncnc3ccc(-c4ccc5c(c4)OCCO5)cc23)c1,15%,·,?,0.7%,79%,
CCCC(=O)Nc1c2c(nn1-c1ccc([N+](=O)[O-])cc1)CS(=O)(=O)C2,-24%,12%,-3%,6.3%,13%,
COc1ccccc1CNC(=O)c1cc(C(C)C)nc2ccccc12,8%,5%,5%,11%,12%,
Cc1ccc(NC(=O)C2CCCN(c3cnccn3)C2)c(C)c1 (centres undefined),-2%,-1%,-4%,5.4%,-4%,
CN(C(=O)COC(=O)c1cn(-c2ccccc2)nc1-c1ccccc1)C1CCS(=O)(=O)C1 (centres undefined),3%,2%,4%,1.1%,0%,
Cc1ccc(N2C(=N)/C(=C3/Nc4ccccc4S3)C(c3ccccc3)C2=O)cc1 (centres undefined),9%,-18%,1%,1.7%,76%,
CCOC(=O)N1CCC(N2C(=O)c3ccccc3C2=O)CC1,5%,1%,-2%,2.6%,-4%,inhibitors of VEEV 10K pilot screen=0.5
O=C(CCN1CCN(S(=O)(=O)c2ccc(Br)cc2)CC1)Nc1ccccc1F,8%,-2%,5%,2.0%,-11%,
CCCc1cc(=O)oc2c(C)c(OCC(=O)N3CCC[C@@H]3C(=O)O)ccc12,1%,2%,-1%,2.0%,·,
O=C(CSc1nc2ccccc2[nH]1)NCCc1ccc(Cl)cc1,5%,3%,?,1.2%,73%,
COc1ccc([C@H]2CC(=O)C=C(c3cccc(OC(F)(F)F)c3)C2)cc1,4%,·,37%,0.2%,·,inhibitors of VEEV 10K pilot screen=2.3
O=C(CN1C(=O)c2ccccc2S1(=O)=O)NCCSCc1c(F)cccc1Cl,-6%,7%,-6%,0.6%,-10%,
COCC(=O)Nc1cc(OC)c(Cl)cc1OC,-3%,-6%,-4%,5.9%,23%,
CC(=O)Oc1cccc(C(=O)Nc2c[nH]c(=O)[nH]c2=O)c1,·,0%,-6%,0.3%,-13%,
CCOC(=O)c1ccc(N=C(CC)c2c(O)n(C)c(=O)n(C)c2=O)cc1,-23%,-3%,93%,2.3%,8.3µM*,

# Structural class: the entries above with a COOH group.
SMILES,H1N1 NS1A inhibition,PhoP GFP inhibition,H37Rv inhibition,inhibitors of VEEV,tuberculosis growth,others
O=C(O)c1c[nH]c2c(C(F)(F)F)cccc2c1=O,-3%,-5%,-4%,i,13%,
CCCc1cc(=O)oc2c(C)c(OCC(=O)N3CCC[C@@H]3C(=O)O)ccc12,1%,2%,-1%,2.0%,·,

# Next section:
SMILES,H1N1 NS1A inhibition,PhoP GFP inhibition,H37Rv inhibition,inhibitors of VEEV,tuberculosis growth,others
O=C(CSc1cn(CC(=O)N2CCOCC2)c2ccccc12)N1CCOCC1,1%,-8%,2%,1.9%,2%,
CC(C)C(=O)Nc1ccc(NC(=O)c2cccc(F)c2)cn1,5%,-8%,-4%,5.4%,-8%,
Cc1ccc(C)c(NC(=O)Cn2nnc(-c3ccc(N4CCOCC4)cc3)n2)c1,-3%,-17%,7%,0.8%,-2%,
COc1ccc(NC(=O)c2cc(-c3cccnc3)nc3ccc(C)cc23)cc1OC,-3%,·,·,2.3%,·,
CCCCNC(=O)CCCCCn1c(=O)[nH]c2cc(OC)c(OC)cc2c1=O,-8%,-9%,-3%,0.6%,5%,
CCC(Sc1nc2ccccc2s1)C(=O)Nc1cc(C)on1 (centres undefined),2%,-4%,9%,i,?,
Cc1c(Cl)c([N+](=O)[O-])nn1CCCC(=O)Nc1cccc(O)c1,9%,8%,0%,1.1%,-6%,
Cc1ccc(NC(=O)Nc2cc(Cl)ccc2C2COC(=O)C2=N)cc1 (centres undefined),-5%,0%,-2%,0.1%,7%,
Cc1ccc(-c2ccc(CCC(=O)O)n2NC(=O)c2ccco2)cc1,-20%,-10%,-9%,2.0%,5%,
COc1ccc(CCNC(=O)CCCn2c(SCC(N)=O)nc3cc4c(cc3c2=O)OCO4)cc1OC,·,-1%,8%,·,3%,
O=C(N/N=C/c1ccc(N2CCOCC2)o1)c1cccc(F)c1,5%,-5%,1%,2.2%,-27%,
Cc1ccccc1N1CC(C(=O)O)CC1=O (centres undefined),-1%,6%,-5%,0.3%,-7%,
Cc1ccc(NC(=O)CSc2nnc(-c3ccco3)o2)cc1,6%,10%,-10%,i,·,
CCOP(=O)(OCC)C(Nc1ccc(F)cc1)c1ccccc1 (centres undefined),·,-3%,4%,0.8%,6%,
ClCCn1cnc2c(SCc3ccccc3Cl)ncnc21,5%,·,·,<0.05µM*,·,
CCc1noc(N)c1C(=O)Nc1ccc(Cl)cc1,0%,6%,7%,2.8%,24%,
COc1ccc2[nH]c(C)c(CCNC(=S)Nc3cccc(C)c3C)c2c1,31%,-7%,-11%,8.8%,·,
CCOC(=O)CSc1nc2c(sc(=S)n2-c2ccc(OCC)cc2)c(=O)[nH]1,-8%,-12%,0%,2.4%,47%,
COc1cc(/C=C/CNC[C@H]2O[C@@H](n3ccc(=O)[nH]c3=O)[C@H](O)[C@@H]2O)ccc1O,2%,·,·,0.4%,·,
CCOC(=O)c1c(C)nc2sc(C(N)=O)c(N)c2c1-c1ccc(OC)cc1,-6%,1%,-7%,9.1%,10%,
O=C(c1ccncc1)N1CCN(c2ccc3ccccc3n2)CC1,0%,2%,8%,0.7%,-3%,
S=c1[nH]nc(-c2cc(-c3ccccc3)n[nH]2)n1/N=C/C=C/c1ccccc1,3%,-24%,5%,8.1%,-3%,
COc1ccccc1C1CC(c2ccccc2)=NN1C(=S)Nc1ccccc1 (centres undefined),-5%,0%,-2%,7.2%,33%,
N#C/C(=C\c1ccc(O)cc1)C(=O)N1CCCC1,-24%,14%,3%,1.4%,2%,
Cc1nn(C)c(C)c1CN(Cc1nc(CCC(C)C)no1)C(C)C,-1%,-2%,-8%,0.6%,30%,
CC1CCN(c2nc3c(c(=O)[nH]c(=O)n3C)n2Cc2ccccc2)CC1,7%,14%,-2%,0.4%,·,
CCCCNC(=O)c1ccc(SCC(=O)N(CC)CC)c([N+](=O)[O-])c1,12%,3%,2%,0.9%,-2%,
Cc1cc(C)c2nc(SCC(=O)Nc3ccccc3N3CCOCC3)c(C#N)cc2c1,-5%,-9%,-4%,0.0%,0%,
Cn1c(=O)c2[nH]c(C(O)c3ccc(Cl)cc3)nc2n(C)c1=O (centres undefined),-1%,·,·,i,·,
CSc1ccc(/C=C(/NC(=O)c2ccco2)C(=O)N2CCCCCC2)cc1,-8%,-7%,-9%,6.5%,12%,

# The closing six records of the section before come first, to join the parts.
SMILES,H1N1 NS1A inhibition,PhoP GFP inhibition,H37Rv inhibition,inhibitors of VEEV,tuberculosis growth,others
Cc1nn(C)c(C)c1CN(Cc1nc(CCC(C)C)no1)C(C)C,-1%,-2%,-8%,0.6%,30%,
CC1CCN(c2nc3c(c(=O)[nH]c(=O)n3C)n2Cc2ccccc2)CC1,7%,14%,-2%,0.4%,·,
CCCCNC(=O)c1ccc(SCC(=O)N(CC)CC)c([N+](=O)[O-])c1,12%,3%,2%,0.9%,-2%,
Cc1cc(C)c2nc(SCC(=O)Nc3ccccc3N3CCOCC3)c(C#N)cc2c1,-5%,-9%,-4%,0.0%,0%,
Cn1c(=O)c2[nH]c(C(O)c3ccc(Cl)cc3)nc2n(C)c1=O (centres undefined),-1%,·,·,i,·,
CSc1ccc(/C=C(/NC(=O)c2ccco2)C(=O)N2CCCCCC2)cc1,-8%,-7%,-9%,6.5%,12%,
OC1(c2ccc3c(c2)OCO3)CCN(Cc2ccccn2)CC1,-8%,-12%,-1%,0.2%,65%,
CN=C1NN=C(c2cc(C)n(-c3ccc(Cl)cc3)c2C)CS1,-1%,2%,12%,2.8%,15%,
O=C(CCCCC(=O)OCC1COCO1)OCC1COCO1 (centres undefined),-11%,·,·,0.6%,·,
CCC(C)NS(=O)(=O)c1ccc(OCC(=O)NCc2cccnc2)cc1 (centres undefined),4%,-6%,·,5.7%,-9%,
CC(=O)c1cc(CC=C(C)C)c(O)c(CC=C(C)C)c1O,-1%,9%,6%,0.9%,11%,
Cc1nc2ccccc2n1CCC(=O)O,4%,-7%,-18%,i,1%,
Cc1ccc(C(=O)Nc2ccccc2NC(=O)c2ccc(C)o2)o1,-17%,-21%,7%,3.3%,1%,
Cc1cnc(CN(C)C(=O)c2cc(COc3c(F)cccc3F)on2)[nH]1,7%,-8%,-6%,i,11%,
Cc1cc(OC(C)C(=O)NCCN2CCOCC2)c2c(C)cc(=O)oc2c1 (centres undefined),-1%,-5%,0%,2.1%,-19%,
COc1cccc(CN2C(=O)CN(C3CCCCC3)C(=O)C2c2ccc(F)cc2)c1 (centres undefined),8%,-7%,1%,i,33%,
Nc1ccnc(Oc2ccc(F)cc2)c1,0%,-5%,2%,0.7%,-10%,
COc1ccc(N2C(=O)C3C4C=CC(c5ccccc5)(C3C2=O)C2C(=O)N(c3ccc(OC)cc3)C(=O)C42)cc1 (centres undefined),-3%,4%,3%,i,15%,
O=C1NN(c2ccccc2)C(=O)/C1=C/c1ccc(-c2ccc(C(=O)O)cc2)o1,4%,-1%,0%,0.1%,·,
CCC(=O)Nc1nc2ccc(S(C)(=O)=O)cc2s1,-1%,-4%,-1%,0.1%,4%,
c1ccc2c(c1)CCCN2Cc1nnc2n1CCCCC2,2%,-4%,-5%,2.0%,-10%,
O=c1c2c(n3cnnc3n1-c1ccccc1)-c1ccccc1CC21CCCC1,0%,-8%,-3%,3.8%,-10%,
CN(C(=O)c1cccc(NC(=O)Cc2cccc(NC(=O)C3CCN(C(=O)C4CC4)CC3)c2)c1)C1CCC1,-13%,·,·,0.2%,·,
CN(C)c1ccc(C2C3C(=O)N(c4ccc(C(=O)O)cc4)C(=O)C3ON2c2ccccc2)cc1 (centres undefined),3%,-2%,-9%,0.6%,35%,
c1ccc(NCn2cncn2)nc1,7%,-12%,-3%,2.3%,2%,

# No new results follow: entries from further up.
SMILES,H1N1 NS1A inhibition,PhoP GFP inhibition,H37Rv inhibition,inhibitors of VEEV,tuberculosis growth,others
CCC(=O)Nc1nc2ccc(S(C)(=O)=O)cc2s1,-1%,-4%,-1%,0.1%,4%,
c1ccc2c(c1)CCCN2Cc1nnc2n1CCCCC2,2%,-4%,-5%,2.0%,-10%,
O=c1c2c(n3cnnc3n1-c1ccccc1)-c1ccccc1CC21CCCC1,0%,-8%,-3%,3.8%,-10%,
CN(C(=O)c1cccc(NC(=O)Cc2cccc(NC(=O)C3CCN(C(=O)C4CC4)CC3)c2)c1)C1CCC1,-13%,·,·,0.2%,·,
CN(C)c1ccc(C2C3C(=O)N(c4ccc(C(=O)O)cc4)C(=O)C3ON2c2ccccc2)cc1 (centres undefined),3%,-2%,-9%,0.6%,35%,
c1ccc(NCn2cncn2)nc1,7%,-12%,-3%,2.3%,2%,
